Compound activity (PubChem BioAssay)
All columns: NCI-60 one-dose screen, growth in % after 48 h at 10 µM unless noted; 100 = growth as untreated, 0 = no growth, -100 = all killed.
NCI-H226 – NCI-H226 lung cancer | 79,000 compounds, 3.5% hits
HCT-116 – HCT-116 colon cancer. 82,000 compounds, 7.3% hits
NCI-H460 – NCI-H460 lung cancer; 82,000 compounds, 6.8% hits; AID 1794736
NCI-H322M – NCI-H322M lung cancer; 80,000 compounds, 2.7% hits
HCT-15 – HCT-15 colon cancer | AID 1794746 | 82,000 compounds, 5.2% hits
COLO 205 – COLO 205 colon cancer | 79,000 compounds, 7.3% hits | AID 1794742
NCI-H522 – NCI-H522 lung cancer; AID 1794739; 78,000 compounds, 8% hits
HT29 – HT29 colon cancer; 81,000 compounds, 7.4% hits; AID 1794748
NCI/ADR-RES – NCI/ADR-RES ovarian cells | 81,000 compounds, 4.4% hits | AID 1794790
Starred values were filed as active, the others as inactive; / = not tested or not shown; & = joins results of further samples. Rule for the calls: active = growth percent below 10; inactive = the rest.

Under each structure: NCI-H226	HCT-116	NCI-H460	NCI-H322M	HCT-15	COLO 205	NCI-H522	HT29	NCI/ADR-RES
CC(=O)N1N=C(C2C(=O)N(C)C(=O)N(C)C2=O)CC1c1ccccc1C(=O)O (stereo not drawn)
  107.6	91.3	103.8	97.1	110.3	107.9	83.3	98.9	105.5
O=C(O)c1cn(C2CC2)c2cc(N3CCN(C(=O)CN4C(=O)S/C(=C/c5cccc6ccccc56)C4=O)CC3)c(F)cc2c1=O
  /	107.9	101.7	102.8	111.0	107.7	88.2	95.3	103.6
Cc1nn(-c2ccccc2)c2c1N=c1s/c(=C\c3cn(-c4ccccc4)nc3-c3ccc(Cl)cc3)c(=O)n1CN2
  93.8	92.9	99.8	96.8	98.6	111.8	60.4	113.2	92.9
CCCCc1[nH]c(-c2cc(N)ccc2Cl)c2c1C(=O)CCCC2
  97.2	99.6	107.2	95.9	97.8	110.4	95.5	114.0	100.0
Cn1c(I)c(C#C[Si](C)(C)C)c(=O)[nH]c1=O
  78.9	-43.1*	103.5	115.5	-37.6*	-59.0*	-58.7*	-60.0*	83.3
CCC(=O)Oc1ccc(/C=N/NC(N)=S)nc1
  79.1	42.0	52.0	46.0	65.0	79.5	39.4	60.8	25.1
CC(=O)c1c([Si](C)(C)C)c(C(=O)c2ccc(Br)cc2)n2ccc(C#N)cc12
  100.7	69.3	97.4	114.0	96.9	104.7	75.9	83.8	86.7
CC1=CC2(C)C(C3C(C)=CC2(C)C(=O)C3(C)O)C(C)(O)C1=O (stereo not drawn)
  108.4	103.5	109.7	108.1	102.2	/	90.5	97.6	106.7
O=S(=O)(NCCNc1nccc(-c2c(-c3cccc(O)c3)nc3occn23)n1)c1ccc(Br)cc1
  37.1	10.2	31.2	42.3	67.3	18.4	24.5	19.1	99.7
CN1C(=O)N(C)C2Nn3c(s/c(=C\c4ccccn4)c3=O)=NC21 (stereo not drawn)
  102.8	100.4	110.0	102.5	99.9	110.0	92.3	110.2	103.1
CC(=O)O[C@H]1[C@H](O)C[C@]2(C)[C@H]3[C@H](O)C[C@@H]4C5=CC(C)(C)CC[C@]5(C)CC[C@@]4(C)[C@]3(C)CC[C@H]2C1(C)C
  99.9	/	63.7	102.1	95.4	94.5	65.6	69.6	93.8
OC(c1ccccc1)(c1ccccc1)c1ccccc1-c1ccccc1
  91.9	72.1	93.1	101.1	90.7	81.0	75.9	73.4	85.5
C/C=C/C(=O)OCCOc1ccc(Cl)cc1Cl
  98.0	99.6	108.1	82.3	112.2	110.1	90.4	99.5	/
COc1ccc(Cn2cc3c(c2-c2ccccc2)CCc2cnoc2-3)cc1OC
  57.3	22.8	8.0*	44.8	32.0	8.2*	35.1	16.5	6.3*
CO[C@H]1C[C@H]2[C@@H]3CCC4=CC(=O)CC[C@]4(C)[C@H]3CC[C@]2(C)[C@@]1(O)C(=O)COC(C)=O
  104.8	99.6	106.3	91.0	101.2	99.8	97.8	99.6	93.1
Nc1ccc2ncccc2c1
  92.2	85.0	88.1	92.6	80.8	102.4	75.7	95.5	92.7
O=C(O)c1c2c(nc3ccccc13)CCCC2
  97.3	94.0	102.6	91.2	101.0	111.4	86.4	95.1	100.5
COC(=O)C1=NN(c2ccccc2)C2N1c1ccccc1N1C(C(=O)OC)=NN(c3ccccc3)C21C (stereo not drawn)
  91.3	91.3	82.2	94.2	104.0	112.5	89.6	104.8	63.1
O=C(CN/N=C/c1ccc(Cl)cc1)n1nnnc1-c1ccccc1
  105.4	97.7	105.9	109.8	99.6	111.6	93.3	100.3	104.3
S=c1[nH]c2cc3ccccc3cc2[nH]1
  72.3	88.3	101.4	110.7	89.5	125.1	92.8	101.8	101.1
O=C(O)CN(CCO)CC(=O)O
  103.0	109.0	107.0	106.8	104.2	117.0	109.9	103.7	102.8
CN(C)CCN=c1nc2c(c(N)n1-c1ccccc1)c(=S)n(-c1ccccc1)c(=S)n2-c1ccccc1
  82.3	-22.1*	3.8*	58.5	18.8	6.6*	34.2	-35.7*	58.7
COc1cc(C(=O)NCCc2ccc3c(c2)OCO3)cc(OC)c1OC
  /	92.6	113.0	100.2	/	97.8	61.2	99.2	/
COc1cc(/C=C2\SC(N3CCCCC3)=NC2=O)ccc1OCCCCCCOc1ccc(/C=C2\SC(N3CCCCC3)=NC2=O)cc1OC
  -20.1*	-64.3*	-45.4*	48.3	25.5	0.4*	-11.5*	-13.8*	0.6*
COc1cc(CNC(=O)[C@]23CCC(C)(C)CC2C2=CCC4[C@@]5(C)CCC(OC(C)=O)C(C)(C)C5CC[C@@]4(C)[C@]2(C)CC3)ccc1OCc1cn(-c2ccc(Cl)cc2Cl)nn1 (stereo partly drawn)
  94.8	98.2	104.9	94.1	110.6	117.5	88.9	98.0	120.4
CC(C)(C)[C@@H](OCc1cn([C@H]2C[C@@H](O)[C@@H](CO)O2)c(=O)[nH]c1=O)c1ccc(C#Cc2ccccc2)cc1[N+](=O)[O-]
  94.9	61.1	99.6	107.9	105.1	102.9	75.2	86.5	92.8
Cn1cnc2c(=O)[nH]c(=O)[nH]c21
  91.7	107.0	102.0	106.1	102.1	101.4	98.1	104.1	95.4
Nc1ncnc2c1ncn2C1OC(COP(=O)(O)OP(=O)(O)OP(=O)(O)O)C(O)C1O (stereo not drawn)
  /	92.1	104.6	107.6	104.0	104.1	96.5	103.5	103.8
CC(=O)OC(OC(C)=O)c1ccc([N+](=O)[O-])cc1
  99.1	86.3	103.4	97.5	100.5	109.5	89.6	105.2	104.5
CCc1ccc(NC(C)=O)cc1
  113.7	104.0	108.5	113.0	107.5	151.5	105.6	107.4	105.7

Compound profiles (already shown). Screens in order: NCI-H226	HCT-116	NCI-H460	NCI-H322M	HCT-15	COLO 205	NCI-H522	HT29	NCI/ADR-RES
Nc1ccc2ncccc2c1 as listed: 92.2	85.0	88.1	92.6	80.8	102.4	75.7	95.5	92.7
COc1ccc(Cn2cc3c(c2-c2ccccc2)CCc2cnoc2-3)cc1OC as listed: 57.3	22.8	8.0*	44.8	32.0	8.2*	35.1	16.5	6.3*
Nc1ncnc2c1ncn2C1OC(COP(=O)(O)OP(=O)(O)OP(=O)(O)O)C(O)C1O (stereo not drawn) as listed: /	92.1	104.6	107.6	104.0	104.1	96.5	103.5	103.8
CC(C)(C)[C@@H](OCc1cn([C@H]2C[C@@H](O)[C@@H](CO)O2)c(=O)[nH]c1=O)c1ccc(C#Cc2ccccc2)cc1[N+](=O)[O-] as listed: 94.9	61.1	99.6	107.9	105.1	102.9	75.2	86.5	92.8
Cc1nn(-c2ccccc2)c2c1N=c1s/c(=C\c3cn(-c4ccccc4)nc3-c3ccc(Cl)cc3)c(=O)n1CN2 as listed: 93.8	92.9	99.8	96.8	98.6	111.8	60.4	113.2	92.9

Further entries follow.
Under each structure: NCI-H226	HCT-116	NCI-H460	NCI-H322M	HCT-15	COLO 205	NCI-H522	HT29	NCI/ADR-RES
NC(=O)c1c(NC(=O)COC(=O)C2COc3ccccc3O2)sc2c1CCCC2 (stereo not drawn)
  89.6	102.7	111.5	114.4	102.3	108.2	96.8	129.4	103.2
CCOC(=O)c1c(C)[nH]c(/C=N/NC(N)=O)c1C
  84.8	99.8	100.6	104.8	107.8	103.2	65.2	86.6	112.2
COc1ccc(-c2nc(SCCC(C)C)nc(N3CCN(C)CC3)c2C#N)cc1
  91.2	80.3	97.8	92.3	86.2	76.8	75.0	74.5	83.4
CN(C)c1ccc(N(C)C)c(C(O)(c2ccccc2)c2ccccc2)c1
  /	70.1	94.0	101.5	101.7	92.4	76.3	85.8	79.1
COc1cc(Cn2c(-c3ccccc3)cc3c2-c2oncc2CC3)cc(OC)c1
  -3.3*	6.8*	-0.8*	8.6*	15.3	-29.6*	-17.2*	-8.4*	-19.5*
CCOC(=O)c1c[nH]c2cc(C(F)(F)F)ccc2c1=O
  78.4	94.1	87.5	108.7	101.9	104.5	95.8	100.4	98.3
C=CCN1C(=O)c2cccc3c(-c4ccc(-c5nc6c7ccccc7c7ccccc7c6[nH]5)cc4)ccc(c23)C1=O
  103.8	112.0	113.7	105.4	103.8	113.3	90.3	107.1	108.9
CCCCN1C=C/C(=C\C(=O)n2ccc3ccccc32)c2ccccc21
  77.9	88.2	98.6	84.3	94.2	98.9	86.9	100.0	96.9
NC1(c2nc3ccc4[nH]ncc4c3c3c2CCCC3)CC1
  56.3	81.9	85.4	90.0	82.7	75.9	65.9	56.2	81.5
N#Cc1cc([C@@H]2Nc3cc4[nH]ncc4cc3[C@H]3C4CCC(C4)[C@@H]23)ccc1F (stereo partly drawn)
  94.4	79.0	98.1	104.5	74.6	103.5	85.7	85.4	93.9
COc1cc(CNC(=O)/C=C/c2ccccc2)ccc1OCc1cn(-c2ccccc2[N+](=O)[O-])nn1
  97.8	103.7	102.0	96.9	101.9	121.3	95.7	109.2	98.1
[O-][n+]1onc(C23CC4CC(CC(C4)C2)C3)c1SCc1ccccc1
  91.6	102.1	104.8	103.6	99.4	106.6	91.1	81.6	97.4
COCCn1cc(-c2nc(-c3cc4cccnc4n3C)cs2)c2ccccc21
  60.9	23.5	19.9	41.6	21.5	11.9	-6.4*	12.9	13.3
CCC1(c2ccccc2)SCC(c2ccccc2)=NC1=O (stereo not drawn)
  91.6	81.4	97.8	96.0	91.3	98.0	/	86.2	88.9
COc1cccc(-c2nc3sccn3c2/C=C/C(=O)c2ccc(C(F)(F)F)cc2)c1
  88.6	48.4	83.7	87.5	69.1	101.6	55.6	75.3	89.8
CN(C1c2ccccc2Oc2ccccc21)S(=O)(=O)c1cc(Br)ccc1Br
  83.2	75.7	92.7	83.9	70.8	94.4	46.1	81.8	89.1
O=C(Nc1ccccc1Cl)c1ccccc1Cl
  98.9	101.6	104.6	109.8	110.9	104.0	95.2	100.5	104.6
COc1ccc(NC(=O)CC[C@H](NC(=O)OC(C)(C)C)C(=O)OC(C)(C)C)cc1C(=O)Nc1cccc(C2CC(=O)c3c(cc(OC)c(OC)c3OC)O2)c1 (stereo partly drawn)
  78.9	87.2	110.0	97.1	79.0	102.5	70.4	90.6	82.2
O=C(NNC(=O)c1cnc2nc[nH]n2c1=O)c1ccccc1
  109.9	104.6	109.2	100.5	108.4	108.3	94.1	90.5	107.1
COc1cc(C#N)c(NC(=S)N2CCN(C(=O)c3ccco3)CC2)cc1OC
  104.4	112.6	110.2	95.8	106.9	119.1	/	109.1	108.7
CCCCCCCCCCCCCCCCCCCCCC(=O)OCC(F)(F)C(F)(F)C(F)(F)C(F)(F)C(F)(F)C(F)(F)C(F)(F)C(F)(F)C(F)(F)C(F)F
  108.6	100.2	103.9	92.5	96.2	109.2	24.5	105.8	101.9
NCCN1C(=O)CSC1=O
  103.3	96.0	105.2	98.0	103.6	112.5	95.5	100.5	106.2
COc1ccc(NC(=O)Cn2c(/C=C/c3ccccc3)nc3ccccc3c2=O)cc1
  96.6	64.8	78.7	93.9	81.5	98.1	105.5	100.8	76.7
COc1cc(C2CC(c3cc(OC)c(OCCCOc4ccc(-n5c(/C=C/c6ccccc6)nc6ccccc6c5=O)cc4)c(OC)c3)=NO2)cc(OC)c1OC (stereo not drawn)
  110.4	105.8	113.4	123.1	84.7	114.6	91.1	104.4	107.0
CCC1(c2ccc(C)cc2)Oc2ccccc2-n2c(C#N)c3ccccc3c2C1=O (stereo not drawn)
  97.5	91.0	98.8	85.2	86.7	101.1	75.1	99.2	86.5
CCOC(=O)/C=C/c1cccc2c1C(=O)NC(C)(c1cc3cc4ccccc4cc3oc1=O)N2 (stereo not drawn)
  54.8	77.4	75.6	87.9	81.5	79.4	71.3	71.0	73.1
Nc1c(C(=O)Nc2cncc3ccccc23)sc2nc3c(cc12)C(=O)CCC3
  95.8	88.7	105.5	99.8	88.1	114.1	58.5	102.5	111.0
Cc1ccc(-c2nn3c(-c4ccccc4)nnc3o2)cc1
  116.5	107.2	111.2	106.1	101.9	121.4	95.9	114.6	108.4
CCC1=C[C@@H]2CN(C1)Cc1c([nH]c3ccccc13)[C@@](C(=O)OC)(c1cc3c(cc1OC)N(C)[C@H]1[C@@](O)(C(=O)OC)[C@H](OC(C)=O)[C@]4(CC)[C@@H]5C[C@@H]5CN5CC[C@]31[C@@H]54)C2
  /	6.7*	0.5*	49.3	13.4	-86.0*	-14.5*	-23.3*	1.4*
c1ccc(-c2oc3ncn4nc(-c5cccnc5)nc4c3c2-c2ccccc2)cc1
  95.5	99.9	100.3	110.6	104.5	121.9	78.6	95.5	99.1

The final 2 compounds of the section before open the next one:
Under each structure: NCI-H226	HCT-116	NCI-H460	NCI-H322M	HCT-15	COLO 205	NCI-H522	HT29	NCI/ADR-RES
CCC1=C[C@@H]2CN(C1)Cc1c([nH]c3ccccc13)[C@@](C(=O)OC)(c1cc3c(cc1OC)N(C)[C@H]1[C@@](O)(C(=O)OC)[C@H](OC(C)=O)[C@]4(CC)[C@@H]5C[C@@H]5CN5CC[C@]31[C@@H]54)C2
  /	6.7*	0.5*	49.3	13.4	-86.0*	-14.5*	-23.3*	1.4*
c1ccc(-c2oc3ncn4nc(-c5cccnc5)nc4c3c2-c2ccccc2)cc1
  95.5	99.9	100.3	110.6	104.5	121.9	78.6	95.5	99.1
N#Cc1c(-c2ccc(Cl)cc2)nc(SCC(=O)NNc2ncnc3ccccc23)[nH]c1=O
  94.5	89.2	105.7	104.0	102.9	106.7	98.8	109.4	101.5
COc1ccc(NC(=O)Cn2c(/C=C/c3cccc(Br)c3)nc3ccccc3c2=O)cc1
  6.6*	26.2	32.0	58.1	70.9	70.4	42.6	51.9	31.2
CCCCOC1NC(=O)NC(=O)C1(F)C(=O)OCC (stereo not drawn)
  102.0&101.0	43.6&64.5	25.6&47.2	67.9&74.0	48.2&70.0	53.9&61.7	80.1	52.3&74.1	77.1&93.7
CN1C(=O)N(C)C2C1NC(=O)N2CC1(CC(=O)O)CCCCC1 (stereo not drawn)
  93.8	103.2	103.6	100.5	103.8	120.7	87.1	106.3	94.5
